Compound activity as filed in PubChem BioAssay.
uPA surface inh = cell surface uPA generation inhibition; cell surface uPA generation assay, qHTS; Potency, µM (series often up to 38.3 µM), inactives show top-dose activity change, negative = inhibition, most hits filed as inhibitors; 330,000 compounds, 0.31% hits; AID 540303; active = well fitted inhibition curve with a large enough effect; inconclusive = small, poorly fitted or top-dose-only effect; inactive = no such curve, though single readings can be large or run the other way; tested in mouse RAW 264.7 cells; also: potency is read from the fitted curve at half-maximal effect; % is scaled to controls: 0 for no effect and ±100 for the full control effect; nearly all actives have a fitted effect of over 55% in size
Coupling enz = coupling enzyme interference in Giardia aldolase counter-screen | 290,000 compounds, 0.67% hits | activity change, negative = inhibition, % at 58.2 µM, hits read low | coupling enzyme system counterscreen, AmpLite Red fluorescence; in the data active = activity change below about -30%; also: % is scaled to controls: 0 for no effect and ±100 for the full control effect
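Counterscreen of the coupled detection system alone, without aldolase: glyceraldehyde-3-phosphate coupling enzymes plus AmpLite Red readout. Compounds at 57.5 uM final, 10 min RT preincubation, 20 min RT reaction, fluorescence 525/598 nm.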
RORgamma inh = ROR gamma (mouse) transcription inhibition | P51450 | 310,000 compounds, 5.4% hits | Potency, µM (top dose mostly 53.6 µM), for the others: at the highest dose activity change, negative = inhibition, actives largely listed as inhibitors | AID 2551 | Drosophila S2 Gal4-RORgamma UAS-luciferase reporter, 20 h; also: potency is read from the fitted curve at half-maximal effect; % is scaled to controls: 0 for no effect and ±100 for the full control effect; nearly all actives have a fitted effect of over 60% in size
Target sequence (P51450 whole entry, looked up, the tested form may be a part): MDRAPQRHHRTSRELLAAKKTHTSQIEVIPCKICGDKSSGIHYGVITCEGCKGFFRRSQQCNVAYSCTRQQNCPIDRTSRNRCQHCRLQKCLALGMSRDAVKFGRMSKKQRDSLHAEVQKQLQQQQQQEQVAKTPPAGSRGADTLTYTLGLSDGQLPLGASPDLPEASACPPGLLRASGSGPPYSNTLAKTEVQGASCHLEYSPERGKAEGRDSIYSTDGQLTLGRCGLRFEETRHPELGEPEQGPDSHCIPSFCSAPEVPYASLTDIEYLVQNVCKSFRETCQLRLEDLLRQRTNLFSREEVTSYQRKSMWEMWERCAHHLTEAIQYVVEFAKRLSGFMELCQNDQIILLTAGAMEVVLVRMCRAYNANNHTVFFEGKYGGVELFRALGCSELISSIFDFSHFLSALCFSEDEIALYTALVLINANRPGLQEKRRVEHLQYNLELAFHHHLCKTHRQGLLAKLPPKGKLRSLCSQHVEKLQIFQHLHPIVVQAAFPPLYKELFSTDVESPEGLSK
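Drosophila S2 cells stably expressing Gal4-DBD/mouse RORγ fusion under metallothionein promoter plus UAS-luciferase; compound 1 h, then 700 uM CuSO4 induction for 20 h at ambient temperature; inhibition read as reduced luminescence.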
Gal4-VP16 FLuc = Gal4-VP16 reporter inhibition counter-screen; Potency, µM (titrated, usually from 53.6 µM), for inactives: top-dose activity, negative = inhibition, most hits filed as inhibitors; AID 2546; Drosophila S2 Gal4-VP16 UAS-luciferase, luminescence, 20 h; 310,000 compounds, 3.5% hits;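 also: Gal4-VP16 expression switched on by copper sulfate through the metallothionein promoter; potency is read from the fitted curve at half-maximal effect; % is scaled to controls: 0 for no effect and ±100 for the full control effect; nearly all actives have a fitted effect of over 50% in size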
FLuc counter = counter-screen for miR-21 project: firefly luciferase inhibitors or activators; purified FLuc, Km substrates, luminescence inhibition; Potency, µM (series often up to 57.5 µM), for inactives: at the top dose activity change, negative = inhibition, usual class: inhibitors; 360,000 compounds, 6.9% hits;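 also: potency is read from the fitted curve at half-maximal effect; plate controls were vehicle for no effect and reference inhibitor for full effect; nearly all actives have a fitted effect of over 55% in size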
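Purified P. pyralis luciferase (10nM final) with 10uM D-luciferin and 10uM ATP (Km levels) in 50mM Tris acetate pH 7.5, 10mM Mg acetate, 0.01% Tween-20, 0.05% BSA; qHTS 6-point titration, ~60 µM downward; luminescence read.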
Tb PFK inh = blocks T. brucei phosphofructokinase; O15648; T. brucei PFK, ADP-Glo luminescence; Potency, µM (series often up to 57.5 µM), inactives show at the top dose activity, negative = inhibition, usual class: inhibitors; 330,000 compounds, 0.17% hits; AID 485367;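 also: potency is read from the fitted curve at half-maximal effect; 0% = uninhibited 1x PFK enzyme wells and -100% = no-enzyme wells; nearly all actives have a fitted effect of over 60% in size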
Target sequence (O15648 whole entry, looked up): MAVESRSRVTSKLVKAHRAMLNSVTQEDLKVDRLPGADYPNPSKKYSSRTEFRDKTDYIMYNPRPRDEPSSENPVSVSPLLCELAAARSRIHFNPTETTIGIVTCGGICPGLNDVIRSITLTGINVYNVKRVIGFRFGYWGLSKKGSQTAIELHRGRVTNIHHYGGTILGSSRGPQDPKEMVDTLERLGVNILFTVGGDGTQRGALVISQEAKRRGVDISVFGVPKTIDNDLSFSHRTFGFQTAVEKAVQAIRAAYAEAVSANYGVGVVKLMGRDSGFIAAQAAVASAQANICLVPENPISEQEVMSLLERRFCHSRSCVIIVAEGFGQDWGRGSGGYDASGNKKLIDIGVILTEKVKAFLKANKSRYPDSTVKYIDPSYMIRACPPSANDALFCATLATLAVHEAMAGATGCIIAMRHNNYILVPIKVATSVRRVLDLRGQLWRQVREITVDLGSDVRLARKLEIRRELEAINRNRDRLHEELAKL
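Compounds were pin-transferred as a titration series up to 57 uM into substrate buffer (0.5 mM F6P, 0.1 mM ATP, pH 8.0), then 1.25 nM PFK was added and reactions ran 45 min before ADP-Glo detection.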
ELG1 genotoxic = genotoxicity induction in ELG1-luciferase HEK293T cells; Potency, µM (titrated, usually from 46 µM), without a hit: at the highest dose activity change, positive = activation, usual class: activators; 330,000 compounds, 1.3% hits; HEK293T ELG1-luciferase reporter, luminescence, 16 h; also: potency is read from the fitted curve at half-maximal effect; % of control where 0% means no effect; nearly all actives have a fitted effect of over 60% in size
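Quantitative HTS format in 1536-well plates. HEK293T ELG1-luciferase reporter cells receive test compound and are incubated 16 hr at 37 °C, 5% CO2; ONE-Glo added, 30 min room temperature, then luminescence read.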
Giardia kill = kills Giardia lamblia; activity change, % at 7.66 µM, hits read low; 340,000 compounds, 0.15% hits; Giardia lamblia trophozoite viability; in the data active = activity change below about -80%; inconclusive = between about -30% and that limit;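 also: parasites exposed to compound for two days anaerobically before the ATP read; % is scaled to controls: 0 for no effect and ±100 for the full control effect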
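Giardia trophozoites, 100 cells per well, were exposed to compounds for 48 hrs at 37 deg C under anaerobic conditions; viability was then read as ATP content by bioluminescence after 15-30 min at room temperature.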
NPC1 promoter act = activators of NPC1 promoter | Huh7 NPC1 promoter luciferase reporter, 24 h | Potency, µM (top dose mostly 9.22 µM), for the others: at the highest dose activation, most hits filed as activators | 320,000 compounds, 2.4% hits | AID 485313;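 also: potency is read from the fitted curve at half-maximal effect; % of control where 0% means no effect; nearly all actives have a fitted effect of over 60% in size; reporter is driven by a mutant NPC1 promoter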
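Quantitative HTS used a cell-based reporter: Huh7 cells stably bearing the NPC1 promoter upstream of luciferase were treated with compounds for 24 h, and promoter activation was read as luminescence.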
KCNH2 3.1 block = KCNH2 3.1 (human) potassium channel inhibition | AID 720553 | activity change, % (tested at about 1.8 µM) | U2OS KCNH2 3.1, thallium flux FluxOr; stronger effect = lower value | 340,000 compounds, 0.95% hits;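 active = maximum activity change below -70%; inconclusive = maximum activity change from -70% to -50%; inactive = maximum activity change above -50%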;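 also: thallium influx rate constant from kinetic fluorescence after stimulation buffer; % is scaled to controls: 0 for no effect and ±100 for the full control effect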
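Measured as rate of thallium-driven FluxOr signal in transduced U2OS cells carrying the 3.1 channel, read kinetically for 2 min upon stimulation; values are rate constants scaled to DMSO control wells.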
Rab9 prom act = Rab9 promoter activation; Huh7 Rab9 promoter-luciferase reporter, luminescence, 24 h; Potency, µM (doses to about 9.22 µM), for the others: top-dose activation, negative = inhibition, usual class: activators; 320,000 compounds, 2.8% hits; AID 485297; also: potency is read from the fitted curve at half-maximal effect; % of control where 0% means no effect; nearly all actives have a fitted effect of over 60% in size
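Stable Rab9-luc Huh7, 1500 cells/well, 2 h settle; cmpd in DMSO, 24 h, 37 °C/5% CO2; luciferase reagent 10 min RT; luminescence.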
An asterisk follows results filed as active; ? = inconclusive; / = no result given; [ ] = another dose, or the depositor's remark. Unless noted, calls follow the shape of the dose curve; as a rule, active = well fitted curve in the direction sought with a large enough effect; inconclusive = small, poorly fitted or top-dose-only effect, or another doubt; inactive = no such curve, though single readings can be large; an effect the other way counts as inactive or inconclusive.

Molecule,Rab9 prom act,Coupling enz,Tb PFK inh,ELG1 genotoxic,FLuc counter,KCNH2 3.1 block,Gal4-VP16 FLuc,NPC1 promoter act,RORgamma inh,uPA surface inh,Giardia kill
Cc1cccc(C(=O)NCC(=O)NCC(c2ccco2)N2CCCCC2)c1 (stereo unspecified),1%,/,-1%,0%,5%,-12,/,2%,/,14%,4
Cc1ccc(CS(=O)(=O)c2nsc(C)c2C#N)cc1,-1%,4,-2%,3%,-3%,/,-7%,-1%,17%,-6%,5
Cc1nn(C)c(C)c1S(=O)(=O)N(CC(=O)NCCCN1CC(C)CC(C)C1)c1ccc(C(C)C)cc1 (stereo unspecified),-7%,-2,0%,1%,8%,-23,-8%,1%,8%,-6%,-2
COc1cc(OC)cc(C(=O)NNC(=O)CCC(=O)c2cc(C)sc2C)c1,/,/,-2%,0%,/,2,/,/,/,0%,6
CN1CCN(C(=O)C2CC(c3ccc(F)cc3)=NO2)CC1 (stereo unspecified),-9%,0,1%,7%,3%,4,6%,-1%,-6%,18%,5
Cc1ccc(C)c(NC(=O)C2CCCN(S(=O)(=O)c3cccnc3)C2)c1 (stereo unspecified),-8%,/,0%,-3%,3%,4,-3%,-13%,?,7%,35[activator]
CC(OC(=O)c1ncc(Cl)c(Cl)c1Cl)C(=O)NC1(C#N)CCCCC1 (stereo unspecified),3%,/,2%,0%,3%,5,/,1%,/,-1%,-14
CCOC(=O)C1=NOC(CNC(=O)C2=NOC(CNC(=O)c3c(-c4ccccc4Cl)noc3C)C2)C1 (stereo unspecified),5%,0,-9%,-2%,0%,-4,0%,-2%,-7%,11%,-7
CN(C)c1ccc(/C=C(\C#N)C(=O)NCc2ccco2)cc1,-4%,2,0%,?,?,/,?,2%,?,/,/
Cc1ccc(NC(NC(=O)c2ccccc2[N+](=O)[O-])C(Cl)(Cl)Cl)cc1 (stereo unspecified),-6%,-2,-4%,-4%,2%,4,-11%,-6%,33%,4%,-3
Cc1c(C(=O)N(C)c2ccccc2)oc2c1C(O)CC(C)(C)C2 (stereo unspecified),3%,/,3%,-2%,2%,15,2%,-6%,23%,-3%,-10
Cc1ccc(C(=O)N[C@H](C(=O)Nc2sccc2C(N)=O)C(C)C)cc1,-1%,-3,-3%,?,-1%,4,2%,-4%,22%,-3%,-3
CCCc1nc(SCC(=O)Nc2cc(C)on2)c2c(=O)n(C)c(=O)n(C)c2n1,-1%,-2,-3%,14%,2%,15,4%,-2%,0%,9%,-5
CCN(CC(=O)NCc1ccc(F)cc1)S(=O)(=O)c1ccc(Cl)s1,/,/,1%,-3%,/,-2,/,/,/,9%,-17
Cc1ccc(NC(=O)C2CCCN(S(=O)(=O)c3cnc[nH]3)C2)cc1C (stereo unspecified),-2%,1,-1%,10%,-13%,-1,5%,-3%,7%,12%,4
O=C(NCc1ccc(Cl)cc1)c1csc(-c2cccnc2)n1,-6%,-1,-15%,-8%,0%,-4,-3%,5%,38%,23%,22
COCCn1c(C)cc(C2=NNC(=NC(C)(C)C)SC2)c1C,?,-6,-7%,?,?,10,?,?,0%,-3%,-8
Cc1cc(C)n2nc(C(=O)N/N=C/c3cccs3)nc2n1,-3%,0,-3%,0%,2%,-5,3%,0%,15%,2%,8
CC(C)(C)NC(=S)NNC(=O)[C@H]1C[C@@H]1c1ccccc1,27%,3,0%,-5%,-3%,-11,-23%,13%,0.56µM*,0%,-9
CC(C)(C)c1cc(=O)n2[nH]c(N)nc2n1,1%,-3,-11%,-1%,2%,15,-5%,-5%,12%,6%,9
N#C/C(=C\c1ccc(C#N)cc1)C(=O)c1ccccc1,-2%,0,21%,6%,?,-10,?,5%,?,9%,12
Cc1cccc(OCC(=O)O/N=C(\N)c2ccc(Br)cc2)c1,2%,0,0%,-1%,-7%,-2,7%,-5%,13%,4%,12
Fc1ccc(Nc2nc(Oc3ccccc3F)nc(N3CCCC3)n2)cc1,-2%,-1,-4%,1%,-2%,-23,-7%,1%,30%,/,-9
COCc1ccc2oc(C(=O)O)cc2c1,2%,7,-2%,-2%,?,1,2%,-4%,-3%,-2%,15
O=C(NCCc1ccccc1)c1nnc(CS(=O)(=O)c2ccccc2)o1,6%,0,0%,3%,1%,11,-2%,-4%,5%,8%,-3
Cn1c(NC(=O)CC(C)(C)C)cc(=O)n(C)c1=O,-2%,0,1%,0%,1%,20,-5%,0%,-1%,-11%,-16
CC1CC(=O)NN=C1c1cccs1 (stereo unspecified),3%,0,1%,3%,3%,-21,-22%,0%,?,3%,-17
CCN(CC(=O)NCc1cccs1)C(=O)/C=C/c1ccc(C)cc1,2%,/,0%,1%,?,-16,/,0%,/,5%,?
CCC(=O)N1CCN=C1SCc1cccc(F)c1,-2%,/,-5%,4%,1%,16,-5%,-1%,-2%,-14%,1
CCn1cc(Cl)c(C(=O)NNC(=O)CCn2nc(C)c([N+](=O)[O-])c2C)n1,1%,2,2%,5%,5%,0,0%,2%,-13%[10 µM],3%,-2
COc1ccc(CCNC(=O)C2CCCN(S(C)(=O)=O)C2)cc1OC (stereo unspecified),-1%,4,-6%,0%,2%,8,1%,2%,8%,7%,12
COc1ccc(Cn2c(CCC(=O)Nc3ccc(CC#N)cc3)nc3cccnc32)cc1,1%,1,0%,0%,0%,7,-6%,2%,5%,/,-5
O=C1NCCN1CCNS(=O)(=O)c1cc(C(F)(F)F)cc(C(F)(F)F)c1,0%,/,1%,-1%,2%,13,1%,-2%,-11%,4%,15
Cc1ccc(-c2nc3c(c(=O)[nH]c(=O)n3Cc3ccccc3)n2C)s1,-10%,0,4%,1%,-3%,/,0%,-6%,12%,/,/
C=C(C)CSc1nnc(-c2ccccc2)n1N,/,3,/,/,?,-8,24%,/,22%,-1%,9
CCC(=O)NC(Cc1ccccc1)c1nc2ccccc2[nH]1 (stereo unspecified),8%,2,-1%,4%,-12%,20,-4%,2%,-34%,-14%,9

Some of these compounds in order of molar mass, smallest number first:
Molecule,Rab9 prom act,Coupling enz,Tb PFK inh,ELG1 genotoxic,FLuc counter,KCNH2 3.1 block,Gal4-VP16 FLuc,NPC1 promoter act,RORgamma inh,uPA surface inh,Giardia kill
C=C(C)CSc1nnc(-c2ccccc2)n1N,/,3,/,/,?,-8,24%,/,22%,-1%,9
CCC(=O)NC(Cc1ccccc1)c1nc2ccccc2[nH]1 (stereo unspecified),8%,2,-1%,4%,-12%,20,-4%,2%,-34%,-14%,9
Cc1ccc(-c2nc3c(c(=O)[nH]c(=O)n3Cc3ccccc3)n2C)s1,-10%,0,4%,1%,-3%,/,0%,-6%,12%,/,/
COc1ccc(Cn2c(CCC(=O)Nc3ccc(CC#N)cc3)nc3cccnc32)cc1,1%,1,0%,0%,0%,7,-6%,2%,5%,/,-5

The list goes on.
Molecule,Rab9 prom act,Coupling enz,Tb PFK inh,ELG1 genotoxic,FLuc counter,KCNH2 3.1 block,Gal4-VP16 FLuc,NPC1 promoter act,RORgamma inh,uPA surface inh,Giardia kill
Cc1cc(C)cc(NC(=O)[C@@H](NC(=O)c2ccco2)C(C)C)c1,2%,0,-1%,-18%,-1%,0,-8%,1%,0%,0%,-18
COc1ccc(-c2nnc(N(C)C(=O)c3cccnc3)s2)cc1,?,0,-5%,?,13µM*,11,-9%,?,-9%,-6%,-19
Cc1ccc2nc(NCCCN3CCOCC3)c(C=NCCCN3CCOCC3)c(=O)n2c1,0%,0,0%,14%,2%,2,4%,1%,-9%,4%,3
CCOC(=O)N1CCN(C(=O)c2ccc3c(=O)n(Cc4ccc(OC)cc4)c(=S)[nH]c3c2)CC1,-4%,2,1%,-10%,3%,9,?,-7%,26%,-1%,1
